High-throughput results: PubChem BioAssay, several laboratories
Wee1 degr inh – inhibitors of human Wee1 degradation; P30291; HeLa Luc-Wee1K328M stability, luciferase luminescence; 100% = proteasome inhibitor MG132 effect; reporter increase, % at 5 µM; 220,000 tested, 1.2% active;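 active means activation above the mean of all tested compounds plus 3 SD, set per screening run, cut at about 8.8% in these data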;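 further: cells exposed to compound for 20 h before luminescence read; 0% = DMSO alone and 100% = MG132 at 30 µM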
zfTRPN1 agonist – agonists of zebrafish TRPN1 channel; 220,000 tested, 0.18% active; HEK293 zebrafish TRPN1-YFP, Fluo-8 calcium fluorescence; 100% = response to 87 µM carbachol; AID 1424; activation, % at 3 µM;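 active means activation above its plate's cutoff, the mean activation of test wells on that plate plus 3 SD, cut at about 19% in these data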;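 further: 0% = DMSO alone and 100% = 87 µM carbachol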
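System: zebrafish TRPN1-YFP in HEK293 cells / Dosing: 3 µM single point / Timing: dye loading 1 h at 37 °C, then 30 min room temperature / Signal: Fluo-8 calcium fluorescence, excitation 470-495 nm, emission 515-575 nm / Read-out basis: percent activation from peak over basal fluorescence ratio, control-normalized / Control set: high carbachol 87 µM, low DMSO alone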
TNF necrop inh – TNF-alpha cell death inhibition in Jurkat FADD-/- cells | Jurkat FADD-/- TNF necroptosis rescue, ATP luminescence, 24 h; 0 = TNF only, 100 = no-TNF cells | activation (protection from cell death), % at 10 µM | 220,000 tested, 0.068% active | AID 463075;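 active means activation, meaning protection from cell death, of at least 50% relative to plate controls; inactive means activation below 50%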;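 further: necroptosis triggered by 40 ng/mL TNF-alpha added together with compound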
Ba/F3 V617F tox – reduce viability of Ba/F3 cells dependent on JAK2V617F. inhibition, % at 5.6 µM. 220,000 tested, 1.1% active. Ba/F3 EpoR-JAK2V617F viability, ATP luminescence. AID 1446;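 active means inhibition above the campaign mean plus 3 SD over all tested compounds, cut at about 24% in these data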;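 further: cytokine-independent growth of Ba/F3 cells driven by EpoR plus mutant JAK2; 0% = DMSO-treated cells and 100% = JAK inhibitor I control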
BaF3 tox – counter-screen for JAK2V617F inhibitors: parental Ba/F3 viability inhibitors | AID 1486 | CellTiter-Glo ATP luminescence | 220,000 tested, 1.1% active | inhibition, % at 5.6 µM;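 active means inhibition above a per-campaign cutoff, the mean inhibition of all tested compounds plus 3 SD, cut at about 27% in these data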;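 further: 0% = DMSO wells and 100% = JAK Inhibitor I control wells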
CHOP inhibitor – inhibitors of CHOP induction in ER stress response; CHO-K1 CHOP-promoter luciferase, tunicamycin-induced, 15-18 h; inhibition, % at 10 µM; 220,000 tested, 3.8% active;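 active means compounds that reduced the stress-induced luciferase reporter signal by more than about 70% of percent inhibition, limit read from the data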;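 further: 0% = tunicamycin plus vehicle and 100% = wells without tunicamycin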
RBBP9 inhibitor – blocks human serine hydrolase RBBP9. O75884. recombinant RBBP9, FP-Rh probe fluorescence polarization. inhibition, % at 7.94 µM. 220,000 tested, 0.2% active. AID 1515;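 active means inhibition above the campaign mean of all tested compounds plus 3 SD, cut at about 14% in these data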;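 further: plate controls were DMSO wells with RBBP9 for no effect and wells lacking RBBP9 protein for full effect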
Target sequence (O75884 whole entry, looked up): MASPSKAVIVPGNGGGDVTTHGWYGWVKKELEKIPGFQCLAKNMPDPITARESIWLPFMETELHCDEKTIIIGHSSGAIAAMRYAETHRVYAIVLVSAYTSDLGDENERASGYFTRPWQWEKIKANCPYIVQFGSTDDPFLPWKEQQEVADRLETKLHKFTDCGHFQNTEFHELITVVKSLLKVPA
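Assay system: recombinant human RBBP9; Reagent: Serine-hydrolase probe FP-Rh, 375 nM pre-mixing; Doses: 7.94 µM single dose, 0.794% DMSO; Incubation: 30 min then 45 min, 25 °C; Detection: fluorescence polarization (mP), excitation 525 nm, emission 598 nm; Evaluation: percent inhibition from mP, scaled between DMSO and no-protein wells.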
TRPML3 ag – activates the human TRPML3 channel. Q8TDD5. 220,000 tested, 0.29% active. HEK293 TRPML3-YFP, Fluo-8 calcium fluorescence; 100% = the carbachol control signal. AID 1448. activation, % at 3 µM;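 active means activation above its plate's cutoff, the mean activation of the plate's test wells plus 3 SD, cut at about 12% in these data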;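 further: 0% = DMSO only wells and 100% = carbachol wells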
Target sequence (Q8TDD5 whole entry, looked up): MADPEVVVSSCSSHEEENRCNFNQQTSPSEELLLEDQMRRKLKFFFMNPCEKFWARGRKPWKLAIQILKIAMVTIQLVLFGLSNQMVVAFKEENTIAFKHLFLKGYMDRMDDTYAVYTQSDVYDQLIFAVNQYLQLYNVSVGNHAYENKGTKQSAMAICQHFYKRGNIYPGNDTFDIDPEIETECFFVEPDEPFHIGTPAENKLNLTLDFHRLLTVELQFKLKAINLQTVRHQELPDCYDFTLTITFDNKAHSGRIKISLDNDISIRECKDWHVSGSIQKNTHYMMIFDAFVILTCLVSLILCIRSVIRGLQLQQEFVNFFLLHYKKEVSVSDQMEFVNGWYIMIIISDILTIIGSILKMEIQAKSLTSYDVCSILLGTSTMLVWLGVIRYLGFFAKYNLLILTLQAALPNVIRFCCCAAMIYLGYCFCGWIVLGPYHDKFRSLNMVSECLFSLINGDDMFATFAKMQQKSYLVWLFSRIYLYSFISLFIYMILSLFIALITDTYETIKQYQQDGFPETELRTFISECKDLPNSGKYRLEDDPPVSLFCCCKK
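Test system: HEK293 cells stably carrying human TRPML3-YFP; Doses: single dose, 3 µM final nominal compound, 0.3% DMSO final; Schedule: dye loading 1 h 37 °C then 30 min ambient, 125 s read; Technique: Fluo-8 calcium fluorescence; Benchmarks: high control carbachol 87 µM, low control DMSO.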
PPC-1+TRAIL kill – PPC-1 cancer cell killing with TRAIL present. PPC-1 cells + TRAIL, ATPLite viability luminescence. cell killing (% activity), % at 4 µM. 220,000 tested, 0.41% active. AID 1443;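 active means cell killing above 50% in the first pass at 4 µM, then a duplicate retest at 5 µM averaging 50% or more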;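 further: plate controls were cells with TRAIL plus DMSO for no effect and medium-only wells lacking cells for full effect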
Starred values were filed as active, the others as inactive; . = not tested or not shown; [ ] = another dose, or the depositor's remark.

# | SMILES | Wee1 degr inh | zfTRPN1 agonist | TNF necrop inh | Ba/F3 V617F tox | BaF3 tox | CHOP inhibitor | RBBP9 inhibitor | TRPML3 ag | PPC-1+TRAIL kill
1 | COC(=O)c1cc(NC(=O)c2cc(-c3ccccc3Cl)oc2C(F)(F)F)ccc1N1CCOCC1 | 1 | 1.4 | 7.2 | -1 | -3 | 23 | -1 | 0.6 | 8
2 | COc1ccc(-c2cc(C(F)(F)F)nc(SCC(=O)NCCCN3CCOCC3)n2)cc1 | -1 | 0.6 | 0.5 | 4 | 6 | 11 | -5 | -0.2 | 5
3 | Cc1ccc(NC(=O)COC(=O)CCc2nc3ccccc3c(=O)[nH]2)c(Br)c1 | -3 | -0.8 | -0.5 | -3 | -2 | -14 | -6 | 0.1 | 15
4 | CCCCC(C(=O)NC(C)(C)C)N(Cc1ccco1)C(=O)c1snc(C(N)=O)c1N (configuration not stated) | 0 | -0.6 | -2.1 | 1 | 5 | 18 | -5 | -0.4 | 0
5 | Cc1nc2sc(C(=O)O)c(N)c2c2c1COC(C)(C)C2 | 2 | 0.2 | 0.0 | 1 | 5 | 16 | -4 | 0.9 | -4
6 | CC(C)c1ccc(C(O)P(=O)(OC2CCCCC2)OC2CCCCC2)cc1 (configuration not stated) | 4 | -0.5 | -1.1 | -4 | -2 | 68 | 1 | 1.7 | 5
7 | O=C(CN1C(=O)CCC1=O)Nc1ccc(Cc2ccc(NC(=O)CN3C(=O)CCC3=O)cc2)cc1 | -3 | 1.1 | -2.4 | -1 | 3 | 18 | -6 | 1.1 | 4
8 | CCc1ccc(NC(=O)N(C2CCC(C)CC2)C2CCN(C(C)=O)CC2)cc1 (configuration not stated) | 4 | 0.5 | 0.2 | -2 | 10 | -12 | -6 | 0.4 | 2
9 | NCCn1c(-c2ccccc2)cc(C(=O)O)c1-c1ccccc1F | 5 | 0.1 | 1.8 | -5 | 2 | -8 | -8 | 1.0 | 9
10 | Fc1ccc(Nc2nc(-c3ccncc3)nc3ccccc23)cc1 | -2 | 0.5 | 3.7 | -1 | 4 | 90* | -3 | 0.0 | -11
11 | O=C(CSc1ccccc1)N1CCC(N2CCC(C(=O)N3CCCC3)CC2)CC1 | 3 | 1.2 | 1.8 | -5 | 8 | 12 | 2 | 0.9 | 4
12 | COC(=O)[C@H](C)NC(=O)Nc1ccc(OC(F)(F)F)cc1 | -2 | 1.0 | -2.0 | 5 | 3 | 8 | -5 | 0.0 | 0
13 | O=C(Nc1nc(-c2ccccn2)cs1)c1ccco1 | 4 | 0.1 | -5.3 | 1 | 9 | 31 | 0 | 0.4 | -16
14 | CSc1nc(C)c(CCOC(=O)c2cccc(C)c2)c(=O)[nH]1 | 0 | -0.3 | -2.5 | 2 | 6 | 1 | 6 | 1.2 | -6
15 | Cc1ccc(/C=C2/SC(=S)N(CC(=O)Nc3ncc(Cc4ccc(C)cc4)s3)C2=O)cc1 | -1 | 0.9 | -0.8 | -5 | 2 | -8 | -8 | 0.6 | 6
16 | CN(C)CCNC(=O)Nc1ccc(F)cc1F | -1 | 0.3 | 0.5 | 2 | 11 | 0 | 3 | 0.9 | 2
17 | CC(C)Oc1ccc(Oc2ccc(C(F)(F)F)cn2)cc1 | 2 | -0.6 | 0.3 | -5 | 1 | 53 | -1 | 0.6 | -9
18 | Cc1cc(-n2c(C)cc(C(=O)COc3ccc([N+](=O)[O-])cc3)c2C)no1 | -1 | 0.1 | -1.0 | -3 | 8 | 32 | 4 | 0.0 | 2
19 | O=C(c1ccc(Cl)cc1)c1cnc2ccccn12 | 7 | 0.3 | -1.4 | -1 | 6 | -4 | 1 | 0.6 | 16
20 | COc1ccc(CNC(=O)CN(C)S(=O)(=O)c2ccccc2)cc1 | -3 | -0.5 | 0.2 | -3 | 2 | -3 | -2 | 0.3 | -4
21 | COc1ccc(Nc2nc3ccccc3nc2-n2nc(C)cc2C)cc1 | 3 | 0.1 | -0.1 | 2 | 5 | 5 | -11 | 0.6 | -2
22 | O=C(NCCOc1ccc(F)cc1)c1ccccc1SCc1ccccc1 | -3 | -1.2 | 1.7 | 3 | 7 | 31 | -4 | 0.1 | -16
23 | COc1ccc(S(=O)(=O)N2CCN(c3ccc(C)cc3C)CC2)cc1OC | -2 | -2.2 | -1.2 | -4 | 3 | 58 | -7 | -0.4 | 8
24 | CCN(CCC(=O)Nc1cc(OC)cc(OC)c1)Cc1ccccc1 | 0 | 0.9 | 0.5 | 0 | -1 | 11 | -7 | 0.4 | 3
25 | CCNc1nc(SCC(=O)Nc2ccc(Cl)c(Cl)c2)nc(N(C)C)n1 | -1 | -2.1 | 1.6 | 0 | 7 | 79* | -5 | -0.2 | -2
26 | CCOC(=O)CSc1nc(C(C)(C)C)cc(C(F)(F)F)c1C#N | -2 | -1.0 | 0.2 | 4 | 7 | 65 | -3 | 0.8 | 24
27 | Cc1cc(=O)oc(C)c1C(=O)NCCC1=CCCCC1 | -2 | 1.3 | -0.7 | -1 | 6 | 5 | -13 | 1.4 | -1
28 | CCN(CC)S(=O)(=O)c1cccc(N=Nc2c(O)c3ccccc3oc2=O)c1 | -2 | 0.5 | -1.0 | -3 | -3 | -12 | 1 | 0.5 | 1
29 | CCc1ccccc1NC(=O)c1noc(C(C)C)c1[N+](=O)[O-] | 1 | -2.3 | -2.4 | -6 | 4 | 21 | 0 | -1.3 | -3
30 | Cc1cc(-c2nnc(SCC(=O)NC3CCCC3)o2)no1 | -1 | -0.1 | 0.6 | 0 | 3 | -4 | -5 | 0.3 | -3
31 | Cc1ccc(C2(C)NC(=O)N(CC(=O)Nc3c(C)n(C)n(-c4ccccc4)c3=O)C2=O)cc1 (configuration not stated) | -1 | -0.5 | -0.4 | 1 | 5 | -2 | -7 | 0.8 | 12
32 | CC1=C(C#N)C(c2ccc3ncccc3c2)C(C#N)=C(C)N1 | -3 | -0.6 | -1.8 | -2 | -1 | 24 | 4 | 0.0 | -11
33 | O=C(Nc1ccccc1)c1nnsc1S(=O)(=O)c1ccc(Cl)cc1 | -1 | 0.2 | -13 | 0 | -1 | -74 | -10 | 0.8 | -11
34 | CCCNS(=O)(=O)c1ccc(OCC(=O)NCCCOC)cc1 | 2 | -0.7 | -1.2 | -3 | 2 | 8 | 0 | 0.9 | 3
35 | COc1ccc(NC(=S)N(CCCN2CCCC(C)C2)Cc2cccs2)cc1 (configuration not stated) | -2 | -1.1 | 2.5 | -1 | 6 | 4 | -6 | 0.5 | 1
36 | O=C(NNC(=S)NC(=O)c1cn(-c2ccccc2)nc1-c1ccccc1)c1ccncc1 | 1 | 3.5 | -1.2 | 1 | 8 | 53 | -8 | 4.4 | -1
37 | N=C1S/C(=C\c2ccco2)C(=O)N1c1ccc2c(c1)OCO2 | 1 | -1.5 | -2.4 | -3 | 2 | 16 | -3 | -1.2 | 12
38 | CCOC(=O)c1c(NC(NC(C)=O)C(Cl)(Cl)Cl)sc2c1CCCC2 (configuration not stated) | -2 | -2.4 | 1.0 | 1 | 6 | 66 | -4 | -0.8 | 14
39 | O=C1CSc2ccc(C(=O)NCC(c3ccco3)N3CCCCC3)cc2N1 (configuration not stated) | -3 | 1.2 | 0.1 | 1 | 0 | 17 | -7 | 0.7 | 16
40 | CN1CCN(C(c2cc3cc4c(cc3[nH]c2=O)OCCO4)c2nnnn2C2CCCC2)CC1 (configuration not stated) | 12* | 0.6 | 0.3 | 4 | 8 | 6 | -9 | 0.5 | 20
41 | Cn1nc(C(F)(F)F)c(CO)c1Sc1ccc(F)cc1 | -2 | -0.4 | 1.9 | 7 | 10 | 19 | -1 | -0.8 | 6
42 | N#Cc1nc(-c2cccs2)oc1NCCc1ccccc1 | 0 | -1.6 | 0.9 | 2 | 6 | -35 | -3 | -0.4 | 25
43 | C=CCn1c(SCC(=O)c2ccc(OC)cc2)nnc1-c1ccc2c(c1)OCO2 | 0 | 1.9 | 1.2 | -1 | 1 | 4 | -5 | 0.5 | 16
44 | CCN(CC)S(=O)(=O)c1ccc(S(=O)(=O)N(Cc2ccccn2)Cc2ccco2)cc1 | 1 | 2.7 | 0.7 | -2 | 5 | 18 | 5 | 2.0 | 0
45 | Cc1ccnc2nc(C(=O)OCCOc3ccccc3)nn12 | -1 | 0.6 | -0.4 | 0 | 6 | -10 | -4 | 0.2 | 0
46 | Clc1ccc(SCc2cn3ccccc3n2)cc1 | 0 | -3.2 | 0.1 | 1 | 14 | -35 | 2 | -0.9 | 24
47 | O=[N+]([O-])/C(C(Cl)=C(Cl)Cl)=C(/Sc1ccccc1)N1CCCCC1 | 0 | -0.5 | -21 | -6 | -5 | 47 | -7 | 0.9 | 9
48 | N#Cc1ccc(-c2csc(NC(=O)c3cc(-c4cccs4)nc4ccccc34)n2)cc1 | 0 | 0.9 | -9.1 | 0 | 0 | 16 | -5 | 1.0 | 5
49 | O=C(N/N=C/c1cccc(OCC(=O)N2CCCC2)c1)C(=O)Nc1ccccc1F | -4 | 1.4 | 1.3 | 0 | 3 | 26 | 2 | 0.7 | 19
50 | CC(C)CCNC(=O)C1CCN(C(=O)N(C)C)CC1 | 0 | -2.5 | 0.3 | 0 | 1 | -15 | 3 | 0.0 | 11

(next part)
# | SMILES | Wee1 degr inh | zfTRPN1 agonist | TNF necrop inh | Ba/F3 V617F tox | BaF3 tox | CHOP inhibitor | RBBP9 inhibitor | TRPML3 ag | PPC-1+TRAIL kill
51 | COc1ccc(-c2cc(CN3C(=O)c4ccccc4C3=O)on2)cc1 | -1 | -0.1 | -1.9 | -2 | -3 | . | -5 | 0.7 | .
52 | O=C1C(=O)c2ccc(-c3ccccc3)cc2-c2ccccc21 | 1 | 0.0 | -18 | -1 | 1 | 109* | 2 | 0.4 | 97*[5 µM]
53 | Fc1cccc(Cl)c1CSc1nnc(CNc2ccccc2)o1 | -1 | -2.6 | 4.6 | -1 | 4 | 36 | -2 | -0.6 | -2
54 | CCOC(=O)c1sc(C)c2c1NC(C)(c1cccs1)NC2=O (configuration not stated) | -1 | -0.7 | -1.7 | 5 | 9 | 36 | -6 | -1.0 | -19
55 | COc1ccc(C2N3CC4(C)CN2CC(C)(C3)C4=O)cc1OC (configuration not stated) | -1 | 1.4 | 1.6 | -5 | -1 | -11 | -3 | -0.3 | 19
56 | COc1ccc(CCNC(=O)C2CCN(C(=O)NC3CCCCC3)CC2)cc1 | 2 | -0.3 | -0.6 | -4 | -3 | 13 | 0 | 0.4 | 12
